# Bioassay records from PubChem BioAssay.
# aSyn yeast inh = rescues yeast growth from alpha-synuclein toxicity | 370,000 compounds, 0.14% hits | Yeast expressing alpha-synuclein, growth rescue, BacTiter-Glo, 24 h | AID 652106 | Potency, µM (series often up to 46.1 µM), for inactives: top-dose growth rescue (activation), actives largely listed as activators; note: potency is the fitted concentration of half-maximal effect; % of control where 0% means no effect; nearly all actives have a fitted effect of over 65% in size
#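 Screening used galactose-induced yeast with toxic alpha-synuclein levels, exposed to compound for 24 hr at 30 deg C. Cell growth, read with BacTiter-Glo luminescence, gave the measured signal.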
# FUS suppressor = suppressors of FUS proteinopathy in yeast. S. cerevisiae FUS-expressing, growth rescue, OD600, 24 h. AID 1347120. 390,000 compounds, 0.24% hits. Potency, µM (series often up to 76.6 µM), inactives show top-dose growth rescue (activation), most hits filed as activators;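 note: potency is the fitted concentration of half-maximal effect; plate controls were DMSO vehicle for no effect and reference control for full effect; nearly all actives have a fitted effect of over 55% in size; some results filed as inactive show a strong effect at the top dose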
#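 Toxicity suppression screen in FUS-yeast. Cells induced with 2% galactose, starting OD 0.005, treated 24hr at 30C with compounds at multiple final concentrations; growth by OD600.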
# pAkt inh = inhibitors of Akt phosphorylation; Neuro2A IGF-stimulated pAkt S473 HTRF, 20 min; hits give low values; activity change, % for hits at 50 µM; 360,000 compounds, 0.32% hits; in the data active = activity change below about -80%; inconclusive = mostly about -51% to -80%; note: % is set by controls: 0 for no effect and ±100 for the full control effect
#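 Neuro2A cells in DMEM with 0.5% FBS, overnight at 37 deg C, given compound at single 50 µM final, then IGF (6 nM final) for 20 min at 37 deg C. Lysed; phospho-Akt Ser473 by HTRF after 24 h, 665/615 ratio.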
# DRD3 antagonist = blocks the human D3 dopamine receptor. AID 652054. max response, negative = inhibition, %. D3R cells, DiscoveRx beta-arrestin luminescence, antagonist mode; hits give low values. 360,000 compounds, 2.5% hits; in the data active = max response below about -50%; inconclusive = no clear call, values can overlap the other calls; note: % is set by controls: 0 for no effect and ±100 for the full control effect; mostly tested at two doses, the higher about 12 µM
#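 Cells plated overnight at 1500 cells/well, then exposed to library compounds with dopamine controls for 90 minutes at 37 degrees C. DiscoveRx reagent added for 30–60 minutes at room temperature; luminescence read, quantitative HTS format.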
# GLP-1R agonist = agonists of human GLP-1 receptor. Potency, µM (doses to about 45.6 µM), for the others: top-dose activation, usual class: activators. P43220. 380,000 compounds, 0.007% hits. HEK293 GLP-1R CRE-luciferase, luminescence, 4-6 h; cells express a hypersensitive GLP-1R form; note: potency is the fitted concentration of half-maximal effect; % of control where 0% means no effect
# Target sequence (P43220 whole entry, looked up): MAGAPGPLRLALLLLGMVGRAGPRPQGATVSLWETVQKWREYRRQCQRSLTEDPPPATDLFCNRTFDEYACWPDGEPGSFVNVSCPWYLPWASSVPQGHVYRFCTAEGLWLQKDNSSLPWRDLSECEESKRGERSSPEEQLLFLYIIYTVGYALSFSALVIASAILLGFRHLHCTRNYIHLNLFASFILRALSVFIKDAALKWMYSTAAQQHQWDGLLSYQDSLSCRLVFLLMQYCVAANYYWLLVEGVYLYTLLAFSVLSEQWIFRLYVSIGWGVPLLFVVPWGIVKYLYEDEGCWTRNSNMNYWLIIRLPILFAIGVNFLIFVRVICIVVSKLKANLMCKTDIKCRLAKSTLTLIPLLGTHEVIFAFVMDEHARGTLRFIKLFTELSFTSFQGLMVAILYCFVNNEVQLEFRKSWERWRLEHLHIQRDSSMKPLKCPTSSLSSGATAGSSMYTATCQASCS
# GLP1R inv ag = GLP-1 receptor (human) inverse agonism | P43220 | HEK293 GLP-1R CRE-luciferase, luminescence, 24 h; GLP-1R form is constitutively active | Potency, µM (highest dose often 38.3 µM), for inactives: at the highest dose activity change, negative = inhibition, actives largely listed as inhibitors | 410,000 compounds, 1.6% hits | AID 624417; note: potency is the fitted concentration of half-maximal effect; % is set by controls: 0 for no effect and ±100 for the full control effect; nearly all actives have a fitted effect of over 55% in size
#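 Stable HEK293 clone (constitutively active GLP-1R + cAMP-response luciferase); 200 cells/uL plated, 12 h pre-culture, compound 24 hr, 37 deg C/5% CO2; detection reagent 12 min RT; luminescence.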
# TDP-43 yeast inh = TDP-43 toxicity inhibition in yeast. TDP-43 expressing yeast growth rescue, BacTiter-Glo, 24 h. Potency, µM (titrated, usually from 46.1 µM), inactives show at the highest dose growth rescue (activation), hits mostly activators. 410,000 compounds, 1.8% hits. AID 652104; note: potency is the fitted concentration of half-maximal effect; % of control where 0% means no effect; nearly all actives have a fitted effect of over 50% in size
#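 Readout is BacTiter-Glo luminescence of cell growth, so inhibitors register as activators. TDP-43-expressing yeast at OD600=0.02 in galactose medium, after raffinose pregrowth to mid-log, were incubated with compound for 24 hr at 30 deg C.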
# Abeta rescue = compounds reversing amyloid beta toxicity in yeast | Potency, µM (highest dose often 46.1 µM), for inactives: at the highest dose growth rescue, actives largely listed as activators | AID 1347071 | 410,000 compounds, 0.063% hits | yeast expressing A-beta42, growth rescue, OD600, 48 h; response scale: 0% DMSO, 100% iron-clioquinol control; note: potency is the fitted concentration of half-maximal effect; nearly all actives have a fitted effect of over 55% in size
#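 Growth rescue measured by 600 nm absorbance after 48 h yeast culture at 30 C with compound. Values normalized between DMSO and an equimolar ferric chloride plus clioquinol control.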
# PTHR1 ag = activates the human parathyroid hormone receptor PTHR1; Q03431; HEK293 GP2 PTHR1 cells, GloSensor cAMP luminescence, 1 h; Potency, µM (titrated, usually from 115 µM), inactives show top-dose activation, most hits filed as activators; 410,000 compounds, 0.075% hits; AID 743266; note: potency is the fitted concentration of half-maximal effect; nearly all actives have a fitted effect of over 55% in size; some results filed as inactive show a strong effect at the top dose; inactives centre near -15; many of its hits are not listed in these tables
# Target sequence (Q03431 whole entry, looked up): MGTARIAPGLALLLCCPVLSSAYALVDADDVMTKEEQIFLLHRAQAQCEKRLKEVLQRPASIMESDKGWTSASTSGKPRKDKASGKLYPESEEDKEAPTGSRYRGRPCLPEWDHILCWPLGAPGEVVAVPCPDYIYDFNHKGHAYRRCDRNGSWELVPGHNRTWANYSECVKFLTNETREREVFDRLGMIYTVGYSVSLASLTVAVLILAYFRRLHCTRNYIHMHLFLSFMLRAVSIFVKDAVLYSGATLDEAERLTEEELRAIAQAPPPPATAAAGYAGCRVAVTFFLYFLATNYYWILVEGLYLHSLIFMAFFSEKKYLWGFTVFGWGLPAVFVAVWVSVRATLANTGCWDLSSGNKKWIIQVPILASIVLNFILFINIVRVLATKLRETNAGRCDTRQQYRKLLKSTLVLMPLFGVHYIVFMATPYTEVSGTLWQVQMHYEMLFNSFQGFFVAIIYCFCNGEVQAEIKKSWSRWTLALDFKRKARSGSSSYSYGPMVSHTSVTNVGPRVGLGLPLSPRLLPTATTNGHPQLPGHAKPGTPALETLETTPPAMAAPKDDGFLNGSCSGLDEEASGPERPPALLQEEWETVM
#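 HEK-293-derived GP2 cells expressing PTHR1 and a GloSensor cAMP reporter, 3,000/well, plated overnight, given luciferin plus IBMX (each 0.5 mM as added) for 1 h at 37 °C, then compound for 1 h at 37 °C. Luminescence was read after 15 min at room temperature.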
# Starred values were filed as active, the others as inactive; i = inactive; ? = inconclusive; / = no result given; [ ] = remark or other dose. Unless noted, calls come from the whole dose curve; as a rule, active = well fitted curve in the direction sought with a large enough effect; inconclusive = small, poorly fitted or top-dose-only effect, or another doubt; inactive = no such curve, though single readings can be large; an effect the other way counts as inactive or inconclusive. Only part of the results is shown; count on the stated rates, not on these rows.
no.	SMILES	aSyn yeast inh	FUS suppressor	pAkt inh	DRD3 antagonist	GLP-1R agonist
1	CCOC(=O)c1c(C)[nH]c(CCC(=O)Nc2cc(Cl)ccc2OC)c1C	/	30%	/	/	/
2	CC(=O)Nc1c2c(nn1-c1ccccc1)CSC2	-1%	-21%	i	2	-2%
3	COc1ccc(-c2noc(CN(C)C(=O)Nc3ccccc3)n2)cc1	-1%	-3%	i	3	10%
4	COc1ccc(NC(=O)Nc2cccc3c2O[C@H](CN(C)Cc2ccc(-c4ccccc4)cc2)[C@@H](C)CN([C@H](C)CO)C3=O)cc1	7%	-11%	i	12	7%
5	CCCCOC(=O)C(NC(=O)c1ccccc1)=C(C)C	-3%	-5%	i	52	0%
6	Cn1ncc([N+](=O)[O-])c1C(=O)NC1CCCCC1	-2%	-26%	/	-18	-6%
7	O=C1N[C@@H](Cc2ccccc2)COC(=O)[C@H](Cc2ccc(F)cc2)C/C=C\C[C@@H]1CC(=O)N(CCO)Cc1ccccc1	-2%	?	i	-65*	1%
8	O=C(Nc1ccccc1N1CCCC1)c1ccc(F)c(S(=O)(=O)N2CCOCC2)c1	-1%	18%	i	4	-7%
9	Cn1c(=O)c(=O)n(C)c2cc(S(=O)(=O)N3CCCC3C(=O)NCc3cccnc3)ccc21 (configuration not stated)	0%	7%	i	10	10%
10	COCC(=O)Nc1ccc(S(=O)(=O)Nc2onc(C)c2C)cc1	5%	-17%	i	6	-1%
11	Cc1cc2ccccn2c1C(=O)c1ccccc1Br	1%	30%	i	-15	9%
12	COc1ccc(C(NC(=O)c2ccco2)c2ccc(OC)c(OC)c2)cc1OC	1%	25%	/	11	12%

no.	GLP1R inv ag	TDP-43 yeast inh	Abeta rescue	PTHR1 ag
1	?	?	-9%	-21%
2	-10%	9%	/	i
3	-26%	0%	-6%	-25%
4	0%	4%	5%	i
5	0%	0%	6%	-11%[57.5 µM]
6	13%	-16%	-18%	?
7	?	4%	1%	i
8	?	9%	26%	i
9	21%	-5%	1%	i
10	1%	9%	6%	i
11	?	?	6%	-25%
12	0%	-16%	6%	-20%[57.5 µM]

# Following part.
no.	SMILES	aSyn yeast inh	FUS suppressor	pAkt inh	DRD3 antagonist	GLP-1R agonist
13	c1ccc(-c2csc3ncnc(NCCCN4CCOCC4)c23)cc1	0%	-7%	/	-2	0%
14	Cc1ccc(NC(=O)NNC(=O)CN2C(=O)COc3ccccc32)cc1	-2%	-4%	i	9	-2%
15	COc1ccc(/C=N/NS(=O)(=O)c2ccc(F)cc2)cc1CN1CCSCC1	-6%	11%	i	-13	-4%
16	Cc1cc(C)cc(NC(=O)CN2CCC(NC(=O)Cc3ccccc3)CC2)c1	-1%	12%	i	-17	8%
17	O=S(=O)(NCc1cccnc1)c1ccc2c(c1)OCCO2	-6%	-18%	i	-25	-4%
18	COc1ccc(N=Cc2c(OC)ccc3ccccc23)cc1	4%	-5%	i	-11	8%
19	Cc1cc(C)c2c(CC(=O)Nc3nnc(C(C)C)s3)coc2c1	/	-9%	/	/	/
20	S=C(Nc1ccccc1Cl)N1CCN(Cc2ccccc2)CC1	-11%	/	i	-13	2%
21	CO/N=C/c1cn(-c2ccc(Cl)cc2)nn1	0%	-2%	i	-4	12%
22	CCCNC(=O)Nc1ccc(C(F)(F)F)cc1	-12%	5%	i	-15	-1%
23	NS(=O)(=O)c1ccc(NC(=O)COC(=O)COc2cccc(C(F)(F)F)c2)cc1	2%	-7%	i	1	1%
24	O=C(COc1ccccc1Cl)Nc1ccc2oc(=O)ccc2c1	4%	3%	i	18	4%

no.	GLP1R inv ag	TDP-43 yeast inh	Abeta rescue	PTHR1 ag
13	2%	10%	0%	-10%[57.5 µM]
14	4%	0%	-3%	i
15	-6%	-11%	3%	-25%
16	9%	-13%	14%	i
17	-5%	-23%	10%	i
18	?	-23%	-18%	i
19	-7%	19%	6%	i
20	?	-9%	10%	i
21	21%	27%	-1%	-23%
22	?	17%	-9%	-13%
23	9%	2%	-4%	i
24	23%	-10%	-3%	i

# Pulled one by one from the list above (3):
no.	SMILES	aSyn yeast inh	FUS suppressor	pAkt inh	DRD3 antagonist	GLP-1R agonist
18	COc1ccc(N=Cc2c(OC)ccc3ccccc23)cc1	4%	-5%	i	-11	8%
22	CCCNC(=O)Nc1ccc(C(F)(F)F)cc1	-12%	5%	i	-15	-1%
20	S=C(Nc1ccccc1Cl)N1CCN(Cc2ccccc2)CC1	-11%	/	i	-13	2%

no.	GLP1R inv ag	TDP-43 yeast inh	Abeta rescue	PTHR1 ag
18	?	-23%	-18%	i
22	?	17%	-9%	-13%
20	?	-9%	10%	i

# Additional records:
no.	SMILES	aSyn yeast inh	FUS suppressor	pAkt inh	DRD3 antagonist	GLP-1R agonist
25	Cc1ccc(S(=O)(=O)CC(C)N2CCN(C3CCCCC3)CC2)cc1 (configuration not stated)	2%	10%	i	7	2%
26	COc1cccc([C@H]2Nc3ccc(S(=O)(=O)Nc4cc(C)ccc4C)cc3[C@H]3C=CC[C@H]32)c1	/	?	/	/	/
27	C/C(=N\NC(=O)CSc1nc2ccccc2c(=O)n1-c1ccccc1C)c1cccs1	0%	/	i	-4	6%
28	COC(=O)N1C(=O)[C@](c2ccccc2)(C(C)C)N1C(=O)OC	7%	-10%	i	-20	-1%
29	CCCCN(CCCC)S(=O)(=O)c1ccc(OC)c2ncccc12	6%	46%	i	33	6%
30	O=C(c1cccc(-n2cccc2)c1)N1CCN(S(=O)(=O)c2ccccc2Br)CC1	1%	?	i	5	8%
31	Cc1oc(-c2cccs2)nc1CN1CCN(CC(C)C)C(CCO)C1 (configuration not stated)	2%	10%	i	-11	8%
32	Cc1c2cn[nH]c(=O)c2c(C)n1Cc1ccc(F)cc1	-2%	-6%	i	-29	10%
33	Cn1cc(S(=O)(=O)c2cccc(Cl)c2)c(=O)c2cc(F)c(N3CCCCC3)cc21	/	-13%	/	/	/
34	CCc1cc2c(NCCC(=O)O)nc(C)nc2s1	14%	-6%	i	-2	-12%
35	CCN(Cc1ccccc1)Cc1c(O)ccc2c(=O)c(-c3ccc(Cl)cc3Cl)coc12	/	6%	/	/	/
36	Nc1ccc2c(Cl)cc(Cl)cc2c1	13%	-13%	i	-6	1%

no.	GLP1R inv ag	TDP-43 yeast inh	Abeta rescue	PTHR1 ag
25	-9%	-19%	0%	7%[57.5 µM]
26	-15%	-2%	-22%	i
27	25%	-10%	5%	-2%
28	-4%	10µM*	0%	-47%[inhibitor]
29	6%	17%	-11%	-5%
30	?	?	14%	-8%
31	-23%	-7%[9.22 µM]	1%	i
32	8%	-6%	-6%	i
33	-9%	0%	18%	-4%
34	-13%	5%	15%	-3%[57.5 µM]
35	10%	-20%	-14%	5%
36	?	26%	4%	i

# (cont.)
no.	SMILES	aSyn yeast inh	FUS suppressor	pAkt inh	DRD3 antagonist	GLP-1R agonist
37	COc1cc(OC)cc(C(=O)NC(C(=O)Nc2ccc3nc(C)sc3c2)C(C)C)c1 (configuration not stated)	-2%[1.84 µM]	37%	i	-2	16%
38	Cc1ccc(C)c(NC(=O)Cn2ccn(-c3ccc(F)cc3)c(=O)c2=O)c1	/	-1%	/	/	/
39	O=C(CSc1nnc2n1CCCN2)c1ccc([N+](=O)[O-])cc1	2%	16%	i	4	21%
40	O=C(Nc1ccc(F)c(Cl)c1)c1cc(C2CCCN(C(=O)CCc3ccccc3)C2)on1 (configuration not stated)	1%	37%	i	-29	-8%
41	CCc1ccc(C2CC(c3ccccc3)n3ncnc3N2)cc1 (configuration not stated)	8%	-2%	i	19	12%
42	C=CCSc1nnc2c(n1)OC=Nc1ccc(Br)cc1-2	12%	2%	i	7	-10%
43	CCOC(=O)[C@]12CCC=C1N(Cc1ccc3c(c1)OCO3)C(=O)[C@H](CC(=O)NCc1cccc3ccccc13)C2	-9%	41%	i	-14	-1%
44	O=C(COCCOCC(=O)N(c1ccccn1)C1CCCCC1)N(c1ccccn1)C1CCCCC1	1%	11%	i	12	-4%
45	O=C1CC(c2ccncc2)c2cc3c(cc2N1)OCCO3 (configuration not stated)	-4%	-33%	i	40	-1%
46	Cc1ccc(NC(=O)C2C(C(=O)O)C3C=CC2C32CC2)cc1 (configuration not stated)	9%	-5%	i	-24	-9%
47	CCOc1ccccc1NC(=O)Nc1cc(S(=O)(=O)N(C)C)ccc1C	-3%	-18%	i	7	9%
48	COc1ccc(-c2ccc([C@H]3[C@H]4C=CC[C@@H](C)[C@@H]4C(=O)N3Cc3ccccc3)c(F)c2)cc1	8%	31%	i	?	-2%
49	O=C(NCc1nnc2n1CCCCC2)c1ccc(Cl)cc1Cl	13%	6%	i	35	-10%

no.	GLP1R inv ag	TDP-43 yeast inh	Abeta rescue	PTHR1 ag
37	-20%	7%	14%	-13%
38	10%	8%	-3%	-1%
39	-3%	-12%	-8%	i
40	-27%	28µM*	17%	-43%[inhibitor]
41	-12%	-4%	?	i
42	0%	5%	3%	i
43	?	0%	9%	-17%
44	-2%	-1%	8%	-31%[inhibitor][57.5 µM]
45	20%	-1%	9%[9.22 µM]	-12%
46	9%	8%	18%	-4%[57.5 µM]
47	0%	-9%	-11%	i
48	?	5%	0%	17%
49	4%	2%	3%	-4%[57.5 µM]

# Laid out differently: entries from further up.
item | Molecule | aSyn yeast inh | FUS suppressor | pAkt inh | DRD3 antagonist | GLP-1R agonist | GLP1R inv ag | TDP-43 yeast inh | Abeta rescue | PTHR1 ag
37 | COc1cc(OC)cc(C(=O)NC(C(=O)Nc2ccc3nc(C)sc3c2)C(C)C)c1 (configuration not stated) | -2%[1.84 µM] | 37% | i | -2 | 16% | -20% | 7% | 14% | -13%
38 | Cc1ccc(C)c(NC(=O)Cn2ccn(-c3ccc(F)cc3)c(=O)c2=O)c1 | / | -1% | / | / | / | 10% | 8% | -3% | -1%
